# Cycloheximide cs = counter-screen for Shiga toxin inhibitors: cycloheximide protein synthesis inhibition | cell reporter, cycloheximide protein synthesis inhibition counterscreen | 300,000 tested, 12% active | max response, %; in the data active = max response mostly above about 13%, no sharp cut-off; inactive = mostly below about 14%; also: read at 38.3 µM for the half of the compounds with a filed dose; 0% is about no effect
# Giardia FBPA inh = inhibitors of Giardia lamblia fructose-1,6-bisphosphate aldolase; A8B2U2; purified Giardia FBPA; Potency, µM (highest dose often 59.6 µM), for the others: at the top dose activity, negative = inhibition, hits mostly inhibitors; 290,000 tested, 0.71% active; AID 2451; also: potency is read from the fitted curve at half-maximal effect; % is scaled to controls: 0 for no effect and ±100 for the full control effect; nearly all actives have a fitted effect of over 55% in size
# Target sequence (A8B2U2 whole entry, looked up): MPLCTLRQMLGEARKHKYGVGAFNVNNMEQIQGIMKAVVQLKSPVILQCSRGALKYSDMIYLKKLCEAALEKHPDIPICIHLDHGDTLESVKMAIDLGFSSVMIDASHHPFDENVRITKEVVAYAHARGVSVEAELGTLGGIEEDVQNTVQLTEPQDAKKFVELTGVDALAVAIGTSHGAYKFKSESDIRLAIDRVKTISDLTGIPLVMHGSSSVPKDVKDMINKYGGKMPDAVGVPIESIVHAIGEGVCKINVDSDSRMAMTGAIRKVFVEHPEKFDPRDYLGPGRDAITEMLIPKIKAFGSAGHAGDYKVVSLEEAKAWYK
#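 Giardia FBPA (40 nM reagent) was preincubated 10 min at RT with compound (up to 57.5 uM final), then substrate plus GAPDH/TPI/NAD/arsenate coupling system with diaphorase/resazurin was added; resorufin fluorescence (525/598 nm) was read after 20 min.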
# AMA1 RON2 block = disrupts binding of P. falciparum AMA1 to RON2. AlphaScreen AMA1-biotinylated RON2 peptide binding. Potency, µM (top dose mostly 58.2 µM), inactives show top-dose activity change, negative = inhibition, usual class: inhibitors. 360,000 tested, 0.2% active;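 also: potency is read from the fitted curve at half-maximal effect; 0% = vehicle wells and -100% = peptide control; nearly all actives have a fitted effect of over 45% in size; some results filed as inactive show a strong effect at the top dose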
#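 AMA1 (3D7) with his tag at 25 nM final met compounds first, then biotinylated RON2 peptide at 25 nM; detection used donor plus acceptor beads, 10 µg/mL apiece, read by AlphaScreen after 30 min at room temperature.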
# AmpC no deterg = AmpC beta-lactamase inhibition without detergent | P00811 | AmpC nitrocefin hydrolysis, absorbance 480 nm, 0.0001% Triton | Potency, µM (top dose mostly 57.1 µM), inactives show at the top dose activity change, negative = inhibition, hits mostly inhibitors | 330,000 tested, 0.52% active | AID 485341;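 also: potency is read from the fitted curve at half-maximal effect; plate controls were no compound for no effect and no enzyme for full effect; nearly all actives have a fitted effect of over 20% in size; some results filed as inactive show a strong effect at the top dose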
# Target sequence (P00811 whole entry, looked up): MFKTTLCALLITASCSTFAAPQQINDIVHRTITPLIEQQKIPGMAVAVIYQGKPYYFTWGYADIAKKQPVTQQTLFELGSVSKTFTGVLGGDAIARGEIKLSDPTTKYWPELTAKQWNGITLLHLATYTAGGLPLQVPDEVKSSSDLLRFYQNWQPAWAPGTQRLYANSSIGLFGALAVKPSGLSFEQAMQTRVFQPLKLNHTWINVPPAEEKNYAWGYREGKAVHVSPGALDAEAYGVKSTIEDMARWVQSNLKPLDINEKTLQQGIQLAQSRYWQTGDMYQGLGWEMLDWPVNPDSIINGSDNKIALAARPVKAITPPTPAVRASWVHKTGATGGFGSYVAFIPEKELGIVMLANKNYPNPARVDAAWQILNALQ
#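 20 mM phosphate pH 7.0 + 0.01% (detergent screen) or 0.0001% Triton X-100; 5.3 nM AmpC reagent; cpd preinc 15 min RT; nitrocefin (800 uM stock) to start; A480 q20 s × 4 min; Activity was normalised to no-enzyme and no-compound control wells.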
# HCMV inh = inhibitors of human cytomegalovirus; activity change, negative = inhibition, % at 57.5 µM; AID 1259415; 410,000 tested, 4.5% active; HFF cells, HCMV-luciferase reporter, 72 h; hits give low values; in the data active = activity change below about -60%; inconclusive = no clear call, values can overlap the other calls; inactive = above about -39%; also: % is scaled to controls: 0 for no effect and ±100 for the full control effect
#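 Inhibition of viral replication was scored as loss of reporter luminescence in HFFs infected with HCMV-luciferase (MOI 1 PFU/cell) for 72 h; compounds tested at 2 doses, normalized to buffer and Salinomycin controls.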
# AmpC detergent = AmpC beta-lactamase inhibition with detergent present. P00811. AmpC hydrolysis of nitrocefin, absorbance 480 nm, 0.01% Triton. Potency, µM (doses to about 114 µM), for the others: at the top dose activity change, negative = inhibition, usual class: inhibitors. 370,000 tested, 0.041% active. AID 485294;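 also: potency is read from the fitted curve at half-maximal effect; 0% = no-compound wells and -100% = no-enzyme wells; nearly all actives have a fitted effect of over 25% in size; some results filed as inactive show a strong effect at the top dose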
#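 AmpC (5.3 nM in the dispensed reagent) in 20 mM phosphate pH 7.0 with 0.01% (detergent screen) or 0.0001% Triton X-100 was preincubated with compounds for 15 min at room temperature. Nitrocefin was then added from an 800 uM solution, and hydrolysis was followed at 480 nm.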
# Shiga inhibitor = blocks Shiga toxin action in Vero cells; AID 2315; 290,000 tested, 9.2% active; Vero cells, Shiga toxin protein synthesis inhibition reporter; inhibition, % at 38.7 µM; in the data active = inhibition mostly above about 28%, no sharp cut-off; inactive = mostly below about 43%; also: 0% is about no effect
# An asterisk follows results filed as active; ? = inconclusive; / = no result given; & = joins results of further samples; [ ] = remark or other dose. Unless noted, calls follow the shape of the dose curve; as a rule, active = well fitted curve in the direction sought with a large enough effect; inconclusive = small, poorly fitted or top-dose-only effect, or another doubt; inactive = no such curve, though single readings can be large; an effect the other way counts as inactive or inconclusive.
compound	Cycloheximide cs	Giardia FBPA inh	AMA1 RON2 block	AmpC no deterg	HCMV inh	AmpC detergent	Shiga inhibitor
O=C1C2C3C=CC(C3)C2C(=O)N1c1n[nH]c(CCc2ccccc2)n1 (stereo unspecified)	-1	-5%	2%	-18%	52	-15%	-1
Cc1ccccc1NC(=O)CSCCN1C(=O)c2ccccc2C1=O	2	4%	8%	-18%	31	?	-8
CC1(C)C2CC=C(/C=N/NC(=O)c3ccccc3Br)C1C2 (stereo unspecified)	-5	1%	-6%	-31%	-18	0%	-9
C[C@H]1OC(OC2C(O)[C@@H](O)C(OC3C(O)[C@@H](O)C(O)O[C@@H]3CO)O[C@@H]2CO)[C@H](O)C(O)C1N[C@H]1C=C(CO)[C@@H](O)[C@H](O)C1O (stereo partly specified)	10	4%	/	/	/	/	-7
CCn1ncc(Cl)c1C(=O)NC(C)c1ccccc1 (stereo unspecified)	-2	1%	12%	0.35µM*	-13	2%	12
COc1ccc(/C=N\NC(=O)COc2ccccc2)c(C(=O)O)c1OC	-6	3%	-20%	-22%	6	2%	-5
O=C(/C=C/c1ccc(Cl)cc1)NC(=S)Nc1ccccc1C(=O)O	1	-8%	61%[activator]	-34%	-14	-2%	17
COc1ccc2nc(N/C(N)=N/C(=S)Nc3cccc(C)c3)nc(C)c2c1	-2	10%	-9%	-26%	-7	-3%	7
Cc1ccc(C(OCC(O)CNC(C)c2ccccc2)c2ccccc2)cc1 (stereo unspecified)	0	?	-20%	56%	-26	-8%	-8
O=C(/C=C/c1cccc([N+](=O)[O-])c1)OCC(=O)N1CCN(C(=O)c2ccco2)CC1	/	/	-8%	10%	33	/	/
c1ccc2c(c1)Oc1ccccc1S2	/	/	10%	-12%	17	-3%	/
COC(=O)C1C(=O)C2=C(CC1C)NC(=O)CC2c1ccc(O)c(OC)c1 (stereo unspecified)	-3	3%	-5%	-31%	-18	-2%	3
COc1cccc(CSCC(=O)NCCc2ccccc2)c1OC	-1	21%	-13%	-4%	2	-12%	-3
Cc1cc2nc(SCCN3CCOCC3)[nH]c2cc1C	32*	-11%	5%	-24%	151	?	59*
CN1CCCC(OC(=O)COc2ccccc2)C1 (stereo unspecified)	-4	-10%	-7%	-10%	40	-3%	12
CN(C)S(=O)(=O)Oc1ccccc1C(=O)Nc1ccccc1Cl	-4	-1%	7%	-7%	?	-5%	4
Cc1ccc(C(=O)NCCNc2nc3cc(C)c(C)cc3cc2C)cc1	-3	6%	12%	-20%	-12	5%	-7
C=CCSc1nnc(NC(=O)Cn2cnc3c2c(=O)n(C)c(=O)n3C)s1	-4	-8%	-3%	-11%	12	5%	-16
CCCN(CCC)Cc1c(C(=O)N/N=C/c2ccc(C)o2)nnn1-c1nonc1N	-4	2%	11%	-24%	6	0%	-11
O=C(O)c1cccc(S(=O)(=O)Nc2cccc(S(=O)(=O)Nc3ccc(Br)cc3)c2)c1	/	/	3%	-27%	-1	0%	/
CN(Cc1c(C(=O)N/N=C/c2cccc(F)c2)nnn1-c1nonc1N)C1CCCCC1	3	-11%	22%	-16%	0	2%	-7
O=C(Nc1ccc(Nc2ccccc2)cc1)C1CC1	21*	-20%	-2%	3%	-23	3%	50
O=C(COC(=O)c1ccc([N+](=O)[O-])s1)NC(c1ccccc1)c1ccccc1	-3	-1%	15%	-39%	19	0%	2
Cc1ccc(S(=O)(=O)Nc2ccc(Cl)cc2C(=O)c2ccccc2)cc1	-1	2%	21%	-25%	27	?	-5
COCCn1c(SC(C)C(=O)NC2CCCCC2C)nc2ccccc2c1=O (stereo unspecified)	/	/	-23%	-11%	/	-2%	/
O=C1OC(Cc2ccccn2)C(O)=C1C1=NCCCN1 (stereo unspecified)	28*	6%	-5%	-13%	39	-12%	81*
O=C(CCN1CCOCC1)NCC1COc2ccccc2O1 (stereo unspecified)	-2	5%	5%	-12%	-9	-13%	17
O=C(/C(Cl)=C/Nc1ccc(Br)cn1)C(F)(F)F	16*	17%	-2%	-13%[11.4 µM]	-4	?	35
CCOC(=O)CC(=O)CSc1n[nH]c(=O)[nH]c1=O	2	-5%	19%	-12%	6	2%	3
CC1=C([N+](=O)[O-])C(c2ccc(O)c(O)c2)NC(=O)N1 (stereo unspecified)	-7	-6%	-3%	-27%	?	9%	2
Cc1nc(OCc2c(C)noc2C)c2ccccc2n1	-1	0%	1%	-23%	1	-13%	8
CC(=O)c1cccc(NC(=O)Nc2ccccc2)c1	26*	1%	12%	-26%	8	-2%	62*
CCCC(=O)Nc1c(C)nn(C(=O)CCC)c1C	-3	1%	1%	/	20	1%	-15
CN(C)CCNC(=S)NC1CCCCC1	-1	3%	11%	1%	23	-2%	4
CCN(CC)S(=O)(=O)c1cc(C(=O)OCC(=O)c2ccc3c(c2)NC(=O)CO3)ccc1Cl	-4	26%	-19%	/	-40	1%	-12
Cn1c(=O)n(CCCOc2ccc(Br)cc2)c2ccccc21	10	6%	9%	/	-25	-1%	57
Cc1ccc2c(C)c(C(=O)Nc3ccc(S(=O)(=O)Nc4onc(C)c4C)cc3)oc2c1	55*	-6%	-17%	-31%	-30	-14%	89*
CCc1ccc(C(=O)CN2C(=O)NC3(CCOc4ccccc43)C2=O)s1 (stereo unspecified)	/	/	-3%	-21%	-2	4%	/
CCOC(=O)CSc1cc(C)nc(NC(C)=O)n1	2	2%	-2%	-10%	17	?	5
COC(=O)c1nn(-c2ccccc2)c(=O)cc1O	-7	-12%	9%	-16%	?	-15%	-2

# Taken from above.
# O=C(/C(Cl)=C/Nc1ccc(Br)cn1)C(F)(F)F | HCMV inh: -4
# O=C(COC(=O)c1ccc([N+](=O)[O-])s1)NC(c1ccccc1)c1ccccc1 | AMA1 RON2 block: 15%

# Next part:
compound	Cycloheximide cs	Giardia FBPA inh	AMA1 RON2 block	AmpC no deterg	HCMV inh	AmpC detergent	Shiga inhibitor
CCCOC(=O)c1ccccc1C(=O)OCCC	/	/	19%	0%	-36	3%	/
C/C(=N\NC(=O)c1cc(C)nc2ccc(C)cc12)c1ccncc1	5	10%	-16%	-6%	-37	0%	-5
O=C(N1CCN(c2ccccc2)CC1)C12CC3CC(CC(C3)C1)C2	-2	5%	?	0%	?	-12%	7
CC(=O)c1ccc(NC(=O)C[n+]2ccccc2)cc1	-1	17%	3%	-8%	13	?	-5
CN(C1CCCCC1)S(=O)(=O)Cc1ccccc1	-5	0%	0%	-11%	-35	-15%	18
COc1ccccc1C1=Nn2c(nnc2-c2ccccc2OC)SC1	9	1%	/	/	/	/	-10
Cc1ccccc1NC(=S)NCCC(c1ccccc1)c1ccccc1	-2	13%	13%	-10%	-7	4%	-2
Cc1ccc(Cn2c(SCC(=O)N/N=C/c3ccc(C)o3)nc3ccccc32)cc1	-1	-6%	175%[activator]	-31%	-34	-13%	-4
O=C1CSC(=S)N1c1ccc(F)cc1	-1	6%	/	-25%	/	-13%	-12
Cc1oc2ccc(NS(=O)(=O)c3ccc(F)cc3)cc2c1C(=O)O	-1	-16%	-10%	-16%	-26&9	-2%&-2%	-2
COC(=O)Cn1c(=NC(=O)c2ccc(S(=O)(=O)N3CCc4ccccc4C3)cc2)sc2cc(OC)ccc21	-2	0%	6%	-49%	-19	0%	-5
CC(=O)Nc1cccc(NC(=O)CSc2nc(=O)n(Cc3ccccn3)c3c2CCC3)c1	/	/	-5%	-2%	-34	?	/
CCOC(=O)C1(CCCc2ccccc2)CCN(C(=O)[C@@H]2C[C@@H](C)NC(=S)N2)CC1	5	1%	-3%	63%[activator]	-39	-5%	14
O=C(Cc1cccs1)Nc1cccnc1	-2	1%	0%	-25%	19	-11%	48
COc1ccc(CNC(=O)[C@H](C)NC(=O)C2CCN(S(=O)(=O)c3ccc(C)cc3)CC2)cc1	15	1%	-5%	21%	35	1%	-12
Cc1[nH][nH]c(=O)c1C(c1ccc(-c2ccc(Cl)cc2Cl)o1)c1c(C)[nH][nH]c1=O	-5	13µM*	/	-38%	/	?	-12
COc1cccc(C2/C(=C(/O)c3cnn(-c4ccccc4)c3C)C(=O)C(=O)N2CCN(C)C)c1 (stereo unspecified)	9	-1%	9%	-13%	-31	1%	14
O=c1c2cc(Br)ccc2[nH]c(=S)n1Cc1cccnc1	-4	-1%	18%	-19%	-19	-13%	-14
COC(=O)c1ccccc1NC(=O)CN1CCC(n2nnc3cc(C(F)(F)F)ccc32)CC1	7	1%	7%	8%	-14	-4%	-1
Cc1cccc(NC(=O)c2cc(-c3cccnc3)nc3c(C)cccc23)n1	-2	/	29%	1%	-8	-6%	-8
Cc1nc(C)c(-c2csc(Nc3ccc(S(N)(=O)=O)cc3)n2)s1	2	1%	0%	-32%	-18	-2%	-7
O=C(NN=C(c1ccccc1)c1ccccn1)c1ccccc1	/	/	46%[activator]	-12%	-98*	/	/
O=C(CSc1nnnn1-c1ccc2c(c1)OCCO2)N1CCc2ccccc21	-7	-2%	-2%	-12%	-21	?	-10
Brc1cnc2nc(SCc3nc4ccccc4[nH]3)[nH]c2c1	1	7%	59%[activator]	-40%	29	-2%	-2
COc1cccc(N2CCN(C(=S)Nc3cccc(C)c3)CC2)c1	-2	6%	-14%	-11%	-12	-16%	-2
CC(C)NS(=O)(=O)c1ccc(CCC(=O)N2CCOCC2)cc1	2	-2%	-1%	-13%	1	-4%	34
O=C(OCc1c(Cl)cccc1Cl)c1cccnc1	-2	12%	22%	-23%	-7	?	-25
COc1ccc(S(=O)(=O)N2CN3CCN(C3)C2)cc1OC	-2	5%	70%[activator]	1%	0	-3%	-7
Cc1cccc(-c2nsc(SCC(=O)Nc3ccc4c(c3)OCO4)n2)c1	27*	0%	-2%	?	9	-14%	36*
COc1ccc(C(C(=O)NC2CCCC2)N(Cc2ccccc2)C(=O)CNC(=O)c2ccco2)cc1 (stereo unspecified)	6	2%	-7%	32%	-17	-5%	-10
S=C1NC[C@H](c2ccccc2)N1CC1CCCCC1	1	-1%	-5%	-30%	?	1%	-20
COc1cccc(/C=C/C(=O)OC(C)C(=O)Nc2c(C)n(C)n(-c3ccccc3)c2=O)c1 (stereo unspecified)	2	7%	5%	17%	?	-1%	-25
Nc1cc(OC(=O)c2ccc(F)cc2)nn1S(=O)(=O)c1ccc(F)cc1	-3	1%	12%	-33%	-21	?	-3
COc1ccccc1CCNC1C2CC3CC(C2)CC1C3 (stereo unspecified)	-2	-1%	5%	-29%	?	1%	-9

# Compound activity from PubChem.
